INS-1E GSIS act = primary screen for activators of insulin secretion dependent on glucose, INS-1E cells, GLuc reporter luminescence | 370,000 compounds, 0.61% hits | INS-1E GLuc reporter insulin secretion, 2-3 h | activation, % at 16.6 µM | AID 743287;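 active = lowest replicate activation of at least 40%, so every replicate reaches that level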;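 note: 0% = median of neutral control wells and 100% = median of IBMX positive control wells; some compounds called inactive have numbers as strong as hits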
PGC1a acetyl inh = lowers PGC1a acetylation signal in U2OS cells; inhibition, % at 15.6 µM; AlphaScreen anti-acetyl-lysine; with virally co-expressed GCN5 acetyltransferase; 350,000 compounds, 0.17% hits; AID 651687;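 active = every replicate shows inhibition of at least 40%; inconclusive = mean inhibition at least 40% but some replicate below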;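 note: 0% = neutral control wells and 100% = positive control wells; some results beyond the cut were filed as inactive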
ARNT-TACC3 inh = disrupts binding between human ARNT and TACC3. inhibition, % at 9.99 µM. 390,000 compounds, 0.66% hits. AlphaScreen His-ARNT PAS-B/GST-TACC3 binding, luminescence; TACC3 fragment carries E629A point mutation;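 active = mean inhibition of replicates at least 50% and at least half of replicates each reaching 50%; inconclusive = half or more replicates reach 50% but mean below 50%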;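 note: 0% = complete ARNT plus TACC3 wells and 100% = ARNT alone without TACC3; many hits fall short of the cut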
LGR2 inh = inhibitors of bursicon-induced Drosophila LGR2 receptor cAMP signaling; HEK293 LGR2, CRE-luciferase, bursicon-stimulated, 4 h; inhibition, % at 9.99 µM; 380,000 compounds, 0.35% hits;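 active = drop in luminescence signal, shown as inhibition above about 50% in the replicate tests, limit read from the data, passing the limit was not always enough; inconclusive = probably only some replicates passing the limit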;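 note: agonist challenge used bursicon conditioned medium at about half maximal strength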
PglD DTNB = inhibitors of Campylobacter jejuni PglD acetyltransferase; purified PglD enzyme, DTNB colorimetric CoA detection; inhibition, % at 12.5 µM; 360,000 compounds, 0.098% hits; AID 602405; in the data active = inhibition above about 16%, passing the limit was not always enough; inconclusive = no clear call, values can overlap the other calls; note: strong numbers were not always called active
Cneo AK release = Cryptococcus neoformans lysis via adenylate kinase release; C. neoformans lysis, adenylate kinase release luminescence, 4 h; normalised: neutral wells 0, clomiphene wells 100; lysis activity, % at 15 µM; 360,000 compounds, 0.2% hits; AID 651654;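 active = mean lysis activity across replicates of at least 80%, whatever share of replicates individually reach that level; inactive = mean lysis activity below 80%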
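Signal: Adenylate kinase release luminescence | Assay system: Log-phase Cryptococcus neoformans yeast cells | Input: Cells at 5 × 10^6 per mL | Buffer or medium: Fresh YPD growth medium | Compound: Single dose | Schedule: Static 4 h at 37 °C with compound, 1 h detection | Controls: Clomiphene | Read-out: Luminescence rise reflecting yeast cell lysis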
Statin myotox sup = suppression of simvastatin myotoxicity; C2C12 myotubes + simvastatin, ATP luminescence, 48 h; scaled: DMSO 0, geranylgeraniol control 100; rescue of ATP level, % at 7.49 µM; 330,000 compounds, 0.78% hits; AID 602340;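 active = mean ATP rescue above about 67%, or every replicate alone reaching that limit, limit read from the data, passing the limit was not always enough; inconclusive = no clear call, values can overlap the other calls; inactive = mean under the limit and some replicate under it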;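 note: myotubes were challenged with 10 µM simvastatin during compound exposure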
PAX8 reporter = lowers PAX8-driven luciferase in RMG-I cells; 360,000 compounds, 1.2% hits; RMG-I TPO-luciferase reporter, SteadyGlo, 24 h; inhibition, % at 12.6 µM;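 active = mean replicate inhibition at least 60% with every replicate also reaching 60%; inconclusive = only one of the two criteria is met; inactive = mean below 60% and not all replicates reaching 60%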;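 note: luciferase light reporting Pax8 driven TPO promoter activity; plate controls were median of neutral control wells for no effect and mitoxantrone controls for full effect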
Starred values were filed as active, the others as inactive; ? = inconclusive; · = not tested or not shown. Hits appear at their usual frequency, and some 2.9% of all compounds hit somewhere here.

#	smiles	INS-1E GSIS act	PGC1a acetyl inh	ARNT-TACC3 inh	LGR2 inh	PglD DTNB	Cneo AK release	Statin myotox sup	PAX8 reporter
1	O=C(C[C@@H]1CC[C@H]2[C@@H](COC[C@H](O)CN2Cc2cccc(F)c2)O1)NCc1cccc(F)c1	-11	4	12	4	16	48	16	11
2	CN(Cc1ccc2nonc2c1)Cc1nc(CC2CC2)no1	4	-9	8	-5	·	·	3	-2
3	CCCc1cc(C(=O)NCc2ccco2)no1	-14	·	-8	-21	-2	5	-1	-45
4	COc1ccc(/C=C/C(=O)NC2CCN(Cc3ccccc3)CC2)cc1OC	4	·	11	7	-1	13	-7	-1
5	C[C@@H]1CN([C@@H](C)CO)C(=O)c2c(c3ccccc3n2C)-c2ccccc2CO[C@@H]1CN(C)C(=O)[C@H](C)c1ccccc1	-3	-115	·	7	·	·	·	17
6	CO[C@@H]1CN(C)C(=O)c2cc(NC(=O)C3CC3)ccc2OC[C@H](C)N(Cc2ccc(F)cc2)C[C@H]1C	-26	·	-8	12	3	3	1	12
7	COc1ccc(S(=O)(=O)N(C)C[C@@H]2OCCCC[C@@H](C)Oc3ccc(NS(C)(=O)=O)cc3C(=O)N([C@H](C)CO)C[C@@H]2C)cc1	22	8	-16	-16	3	-2	·	-9
8	CC(OC(=O)CNC(=O)c1ccc(Cl)c(Cl)c1)C(=O)N1CCOCC1 (stereo not drawn)	11	·	1	6	·	·	-7	-3
9	COc1ccccc1NC(=O)Nc1ccc(NC(=O)c2ccccc2O)cc1	-5	1	-2	-8	-13	-3	-65	6
10	O=C(Cc1ccccc1F)Nc1cc(S(=O)(=O)N2CCCCC2)ccc1N1CCOCC1	·	5	·	5	-2	24	-2	-2
11	O=C(NCc1ccc(F)cc1)C1CCN(C(=O)Nc2ccc(F)cc2)CC1	-18	·	-5	-17	3	2	3	12
12	C=CCn1c(SCC(=O)NCC)nc2sc3c(c2c1=O)CCC3	11	·	-1	-6	·	·	-1	2
13	C/C(=N\NC(=S)NCCc1ccccc1)c1ccc(O)cc1O	13	·	13	-8	7	0	5	3
14	Cn1c(=O)oc2cc(S(=O)(=O)N3CCCC(C(=O)NCCN4CCOCC4)C3)ccc21 (stereo not drawn)	2	-3	4	15	1	0	·	0
15	CCC1(C)Cc2c(sc3nc(SC)nc(N)c23)CO1 (stereo not drawn)	5	·	3	-7	-7	1	5	·
16	O=C(CN1CCOCC1)N1CCCCN2[C@H](CO)[C@H](c3ccc(-c4ccccc4)cc3)[C@H]2C1	-3	8	-9	10	12	-3	-5	-1
17	COc1cccc(C(=O)Nc2ccc3c(c2)OC[C@H](C)N(CCc2ccccc2)C[C@H](C)[C@@H](OC)CN(C)C3=O)c1	-10	-18	-3	13	2	40	20	18
18	O=C(CCCc1nc2ccccc2s1)NCc1ccccc1F	-11	1	-14	1	·	·	·	-8
19	COc1ccc(S(=O)(=O)N2CCC(C(=O)NCC3CCCO3)CC2)cc1 (stereo not drawn)	25	-2	·	-17	0	-1	-1	·
20	COC(=O)c1cc2ccccc2c(=O)s1	·	1	-3	·	5	-1	·	·
21	Nc1nonc1-c1nc2ccccc2n1CC(=O)N/N=C/c1ccc(-c2ccccc2C(=O)O)o1	-18	-17	18	3	·	·	·	7
22	COc1ccc2c(CC(=O)OCC(=O)N(C)c3c(N)n(Cc4ccccc4)c(=O)[nH]c3=O)coc2c1	31	·	28	0	-4	3	-8	3
23	CC(CC(=O)NC1CCCCC1)S(=O)(=O)c1ccc2c(c1)CCN2C(=O)C1CC1 (stereo not drawn)	20	·	0	18	-8	0	0	0
24	CC1(C)Cc2ccccc2-c2nc(NN)[nH]c(=O)c21	10	·	-5	-14	1	-1	-3	-123
25	COCCNC(=O)C[C@@H]1CC[C@@H]2[C@@H](COc3ccc(NC(=O)Nc4ccccc4)cc3C(=O)N2C)O1	·	-2	8	9	-3	8	-7	5
26	C=CCNC(=O)COc1ccc(S(=O)(=O)NC2CCCCC2)cc1	3	-12	3	5	1	-1	-4	·
27	Cc1ccc(C(=O)NC(C)c2ccc(-n3ccnc3)cc2)cc1S(=O)(=O)N1CCOCC1 (stereo not drawn)	2	3	·	-8	-2	0	-21	-5
28	Fc1ccc(-c2nnc(-n3nnc4ccccc43)c3ccccc23)cc1	·	14	-1	·	-17	-3	5	-6
29	CCOc1ccc2ccccc2c1/C=N/NC(=O)c1c(C)cc(C)[nH]c1=O	-1	12	2	3	5	0	-2	-3
30	CCOC(=O)C1(C)CCN1C(=O)c1ccccc1OC(F)(F)F (stereo not drawn)	21	-1	·	0	-2	0	0	-6
31	COc1ccc(-c2ccc([C@@H]3[C@@H](CO)N4C(=O)CN(C(=O)c5cccnc5)C[C@@H]34)cc2)cc1	12	-10	·	19	·	·	·	3
32	CCN1C(=O)CSC1=Nc1ccc(OC)cc1	1	11	-8	2	1	3	23	21
33	Cc1ccc(-c2noc(CN3C(C)CCCC3C)n2)cc1 (stereo not drawn)	·	3	-5	·	0	2	-13	2
34	CC(NC(=O)COc1ncnc2cc([N+](=O)[O-])ccc12)c1ccccc1 (stereo not drawn)	-9	·	3	14	-5	8	·	18
35	CCCn1c(=O)[nH]c(=O)c2c1nc(-c1ccccc1OC(F)F)n2CCOC	·	·	0	·	-1	-2	-2	8
36	Cc1cnc(NC(=O)c2ccncc2)s1	-7	2	0	0	7	1	-1	-12
37	COC(=O)C[C@@H]1CC[C@@H]2[C@H](COC[C@@H](O)CN2S(=O)(=O)c2ccccc2C)O1	35	-2	0	16	9	1	9	0
38	CO[C@@H]1CN(C)C(=O)c2cc(NC(C)=O)ccc2OC[C@H](C)N(C(=O)C2CCOCC2)C[C@H]1C	-7	6	6	4	2	-2	-13	10
39	C[C@H]1CCCCO[C@@H](CN(C)S(=O)(=O)c2ccc(Cl)cc2)[C@@H](C)CN([C@@H](C)CO)C(=O)c2cc(NS(C)(=O)=O)ccc2O1	-22	-4	-1	13	-2	1	16	-8
40	CCC(=O)N1CC2(CC(c3cccc([N+](=O)[O-])c3)=NO2)C[C@H]1C(=O)NCC(N)=O (stereo partly drawn)	22	-1	0	0	-2	-1	4	0
41	CCOC(=O)c1c(CN2CCOCC2)n(-c2ccccc2)c2cc(Br)c(O)c(CN(C)C)c12	·	·	7	·	-1	-4	-48	·
42	Cc1ccc(C)c(NC(=O)CSc2nnc(-c3cc(C)[nH]n3)n2N)c1	14	-2	10	15	1	1	9	-15
43	CCC(C)[C@H](NC(=O)NCc1ccccn1)C(=O)OC (stereo partly drawn)	5	-7	-9	12	-5	-3	3	·
44	Cc1ccc(-c2csc(NC(=O)CSc3nc(C)cs3)n2)cc1	0	6	0	-1	3	2	-3	·
45	CCn1cc(C(=O)Nc2ccc3c(c2)OCCO3)c2cc(OC)c(OC)cc2c1=O	7	-9	-3	-2	0	0	·	-21
46	COc1cccc(-c2ccc(SCC(=O)N3CCN(c4ccccc4)CC3)nn2)c1	-29	9	-7	2	-4	1	-15	-30
47	C[C@H](CO)N1C[C@H](C)[C@H](CN(C)C(=O)c2ccccc2)OCCCC[C@H](C)Oc2ccc(NC(=O)CCCCCC(=O)Nc3ccccc3N)cc2C1=O	5	-10	-2	1	1	-2	·	1
48	CC1CCN(C(=O)c2cc3ccccc3cc2O)CC1	-21	-1	-10	-22	0	-1	2	-21
49	Cc1cc(OCC(=O)NCCN2CCOCC2)cc(C)c1Br	·	12	-7	·	-4	-1	·	·
50	O=C(NCC1CCCN(C(=O)Cc2ccccc2Cl)C1)c1ccc(F)cc1 (stereo not drawn)	-2	2	-2	-2	-6	0	12	-20
51	CCC(=O)Nc1ccc2c(c1)C(=O)N(C)C[C@@H](OC)[C@H](C)CN(C(C)=O)[C@H](C)CO2	-4	·	-3	-42	8	38	4	-17
52	COc1cccc(-c2nn(-c3ccc(F)cc3)cc2C(=O)NCC2CCCO2)c1 (stereo not drawn)	2	-17	1	14	-7	-3	-1	-5
53	CCn1nnc(NC(=O)CSc2ccc(Cl)cc2)n1	-9	4	-16	1	3	1	11	·
54	C[C@@H]1CN([C@H](C)CO)C(=O)CCCn2nncc2CO[C@@H]1CN(C)Cc1ccccc1C(F)(F)F	-16	-2	-16	-1	2	8	7	·
55	Cc1csc2c(=O)n(CCO)c(=O)[nH]c12	-4	0	-21	-8	-1	-1	·	-4
56	CCCc1ccc(OCC(O)CN2CCN(CCO)CC2)cc1 (stereo not drawn)	6	·	-3	-1	7	0	3	9
57	O=c1cc(-c2ccncc2)oc2c1ccc1ccccc12	47*	-8	-2	5	-2	-1	8	-28
58	COc1ccc(C(=O)CSc2nnnn2Cc2ccccc2)cc1	·	13	7	·	2	0	?	-15
59	CCCCNC(=O)CC1N=C2c3ccccc3N=C(SCC(=O)Nc3ccccc3C)N2C1=O (stereo not drawn)	·	7	16	·	-4	0	·	21
60	CCOC(=O)Cn1cc(/C=N/NC(=O)c2cc3ccccc3o2)c2ccccc21	·	17	-8	-5	·	·	·	-8

Other compounds
#	smiles	INS-1E GSIS act	PGC1a acetyl inh	ARNT-TACC3 inh	LGR2 inh	PglD DTNB	Cneo AK release	Statin myotox sup	PAX8 reporter
61	CCOc1ccc(NC(=O)CCCN2C(=S)NC(C)(C)CC2C)cc1 (stereo not drawn)	-1	·	0	10	1	0	·	-25
62	Cc1ccc(S(=O)(=O)N(C)C[C@H]2Oc3ccc(NC(=O)Cc4ccccc4)cc3C(=O)N([C@@H](C)CO)C[C@@H]2C)cc1	-21	-1	-7	-4	1	-2	-5	41
63	CCNc1ccc(C(=O)OCC)cc1NC(=O)c1cccc(S(=O)(=O)N2CCOCC2)c1	-8	-3	-4	4	-4	0	3	·
64	NC(=O)c1cc(S(=O)(=O)Nc2ccc(OC(F)(F)F)cc2)cs1	-8	4	-10	-21	2	-2	3	4
65	O=C(CSc1nnc(Cc2csc(Nc3cccc(Cl)c3)n2)o1)N1CCc2ccccc21	·	-2	5	·	-5	2	2	·
66	CCNS(=O)(=O)c1ccc(NS(C)(=O)=O)cc1	-1	21	-8	2	2	0	13	·
67	Cc1ccc(NC(=O)CCOc2ccccc2)c(C)c1	·	·	-6	·	-2	0	15	·
68	CCOc1ccc(NC(=O)NCCN2CCN(c3cccc(C)c3C)CC2)cc1	-42	-3	-4	10	-5	8	-24	16
69	CC(=O)c1ccc(N2CCN(C(=O)C3CCN(S(=O)(=O)c4cccs4)CC3)CC2)cc1	0	-9	-9	7	5	0	·	32
70	CCCc1cc(=O)[nH]c(SCC(=O)NC2(C#N)CCCCC2)n1	·	-2	1	·	0	-2	5	10
71	CC12CCC(C(N)C1=O)C2(C)C (stereo not drawn)	5	0	-9	-3	-6	0	8	8
72	c1ccc(CCNc2ncnc3c2cnn3-c2ccccc2)cc1	-55	-8	-7	-81	-3	-3	-9	·

An excerpt of these results, field by field.
[63] CCNc1ccc(C(=O)OCC)cc1NC(=O)c1cccc(S(=O)(=O)N2CCOCC2)c1
- INS-1E GSIS act: -8
- PGC1a acetyl inh: -3
- ARNT-TACC3 inh: -4
- LGR2 inh: 4
- PglD DTNB: -4
- Cneo AK release: 0
- Statin myotox sup: 3
- PAX8 reporter: ·
[64] NC(=O)c1cc(S(=O)(=O)Nc2ccc(OC(F)(F)F)cc2)cs1
- INS-1E GSIS act: -8
- PGC1a acetyl inh: 4
- ARNT-TACC3 inh: -10
- LGR2 inh: -21
- PglD DTNB: 2
- Cneo AK release: -2
- Statin myotox sup: 3
- PAX8 reporter: 4
